# BLM helicase inh = qHTS Assay for Inhibitors of Bloom's syndrome helicase (BLM); Potency, µM (titrated, usually from 56.1 µM), for the others: at the highest dose activity change, negative = inhibition, most hits filed as inhibitors; 350,000 compounds, 0.2% hits; recombinant BLM DNA unwinding, fluorescence dequenching; AID 2528, 2010;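 further: potency means the concentration at half of the fitted maximal effect; plate controls were vehicle for no effect and no enzyme for full effect; nearly all actives have a fitted effect of over 35% in size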
# POLK inh = qHTS for Inhibitors of Polymerase Kappa; purified Pol kappa, fluorescent DNA synthesis assay, 10 min; 400,000 compounds, 0.53% hits; AID 588579, 2011; Potency, µM (top dose mostly 107 µM), for inactives: top-dose activity, negative = inhibition, most hits filed as inhibitors; further: potency means the concentration at half of the fitted maximal effect; on the % scale 0 is the no-effect control and ±100 the full control effect
#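 First, compounds were pin-transferred onto 10 nM Pol kappa. After 15 min at room temperature, substrate was added to 50 nM final. Fluorescence was then measured kinetically at 0 and 10 min.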
# 12-LOX inh = Primary qHTS assay for inhibitors of human arachidonate 12S-lipoxygenase (ALOX12): Round 2 | purified 12hLO, xylenol orange hydroperoxide absorbance | AID 1671190, 2021 | 580,000 compounds, 1.1% hits | Polyunsaturated fatty acid lipoxygenase ALOX12 (Homo sapiens), P18054 | Potency, µM (top dose mostly 108 µM), inactives show at the top dose activity change, negative = inhibition, most hits filed as inhibitors; further: potency means the concentration at half of the fitted maximal effect; on the % scale 0 is the no-effect control and ±100 the full control effect
# Target sequence (P18054 whole entry, looked up): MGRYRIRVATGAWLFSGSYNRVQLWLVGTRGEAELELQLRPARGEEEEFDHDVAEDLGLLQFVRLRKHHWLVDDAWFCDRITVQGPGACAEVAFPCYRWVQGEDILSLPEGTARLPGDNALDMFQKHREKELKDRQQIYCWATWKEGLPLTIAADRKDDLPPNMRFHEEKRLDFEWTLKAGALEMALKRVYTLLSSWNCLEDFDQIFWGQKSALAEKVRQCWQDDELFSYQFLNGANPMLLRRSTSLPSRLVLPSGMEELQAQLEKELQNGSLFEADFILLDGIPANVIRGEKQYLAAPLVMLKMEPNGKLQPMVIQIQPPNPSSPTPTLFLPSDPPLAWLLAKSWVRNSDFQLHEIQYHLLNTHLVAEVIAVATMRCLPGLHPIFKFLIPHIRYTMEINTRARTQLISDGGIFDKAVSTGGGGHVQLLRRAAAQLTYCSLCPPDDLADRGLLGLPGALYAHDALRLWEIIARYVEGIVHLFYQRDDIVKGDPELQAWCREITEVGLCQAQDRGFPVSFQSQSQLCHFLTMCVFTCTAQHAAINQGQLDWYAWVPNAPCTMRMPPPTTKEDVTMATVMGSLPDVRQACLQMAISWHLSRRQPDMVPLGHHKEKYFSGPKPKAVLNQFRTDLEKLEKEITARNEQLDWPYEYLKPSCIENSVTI
#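 Purified human 12hLO (150 nM final) in 25 mM Hepes, 0.01% Triton X-100, pH 7.0 was preincubated 15 min at room temperature with compound. Then 40 uM arachidonic acid was added, 30 min. Hydroperoxide was read by Fe-XO absorbance ratio 573/405 nm.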
# ERG Ets-DNA blk = qHTS for Small Molecule Inhibitors of the ERG Ets/DNA interaction; Transcriptional regulator ERG (Homo sapiens), P11308; fluorescence polarization, His-ERG Ets domain / labelled DNA; Potency, µM (doses to about 76.9 µM), for the others: at the top dose FP activity, negative = inhibition, hits mostly inhibitors; 370,000 compounds, 0.028% hits; AID 624246, 2012; active means well fitted inhibition curve with a large enough effect in the polarisation, with a control signal flat; inconclusive means small, poorly fitted or top-dose-only effect, or effect the other way, or a change in a side signal; inactive means no such curve, though single readings can be large or run the other way; the % refers to the polarisation;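 further: polarization taken with two DNA probes labelled with fluorescein and Texas red; potency means the concentration at half of the fitted maximal effect; % of control where 0% means no effect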
#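 His-tagged ERG Ets domain (1 uM in the protein solution; 300mM KCl, 50mM Tris-HCl, 1mM EDTA, 1mM DTT, pH 7.5) received compound, then a probe mix of 5 nM fluorescein-DNA and 100nM Texas-615-DNA. Fluorescence polarization was read for both dyes.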
# Anesthetic bind = qHTS Assay for Identification of Novel General Anesthetics; AID 485281, 2010; 350,000 compounds, 0.074% hits; Potency, µM (doses to about 77.5 µM), without a hit: top-dose activity change, negative = displacement, most hits filed as inhibitors; Ferritin light chain (Equus caballus), P02791; apoferritin/1-aminoanthracene competitive binding, fluorescence; further: potency means the concentration at half of the fitted maximal effect; on the % scale 0 is the no-effect control and ±100 the full control effect; nearly all actives have a fitted effect of over 20% in size
#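 In PBS, apoferritin at 10 uM is loaded with 1-AMA from a 50% saturated solution. After 10 min of compound exposure at ambient temperature, reduced 535 nm fluorescence indicates probe displacement.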
# TRHR agonist = qHTS for Small Molecule Agonists and Allosteric Enhancers of Human TRH Receptor: Primary Screen for Agonists; Thyrotropin-releasing hormone receptor (Homo sapiens), P34981; 360,000 compounds, 0.18% hits; activation, % at 2 µM; TRHR cells, calcium flux fluo-8, FDSS agonist mode; in the data active means activation above about 30%; further: 0% is about no effect
#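 Agonist-mode FDSS calcium read (Ex 480/Em 530, 1 s cycles) in 1536-well TRHR cells with fluo-8 dye, after 10-cycle baseline and 23 nL compound addition; TRH at EC20 (10 nM final) added afterwards for the enhancer phase.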
# APE1 inh = qHTS Assay for Inhibitors of the Human Apurinic/apyrimidinic Endonuclease 1 (APE1); DNA repair nuclease/redox regulator APEX1 (Homo sapiens), P27695; recombinant APE1, TAMRA/BHQ-2 abasic DNA cleavage fluorescence; Potency, µM (titrated, usually from 65.8 µM), for inactives: at the highest dose activity change, negative = inhibition, usual class: inhibitors; 350,000 compounds, 0.35% hits; AID 2517, 2012;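 further: potency means the concentration at half of the fitted maximal effect; plate controls were vehicle for no effect and reference inhibitor for full effect; nearly all actives have a fitted effect of over 55% in size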
# Target sequence (P27695 whole entry, looked up): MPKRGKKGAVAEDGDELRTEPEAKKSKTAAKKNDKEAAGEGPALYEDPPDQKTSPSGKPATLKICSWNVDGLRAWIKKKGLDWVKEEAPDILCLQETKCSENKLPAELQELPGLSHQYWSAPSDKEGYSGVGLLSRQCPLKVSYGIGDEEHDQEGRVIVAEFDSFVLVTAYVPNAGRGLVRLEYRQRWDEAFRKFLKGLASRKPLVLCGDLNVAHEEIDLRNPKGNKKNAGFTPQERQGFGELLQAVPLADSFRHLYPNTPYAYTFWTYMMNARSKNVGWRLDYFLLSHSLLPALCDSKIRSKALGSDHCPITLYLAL
#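 Enzyme (0.75 nM final) and test compound are incubated 15 min at room temperature before adding 50 nM quenched THF abasic-site duplex. Cleavage dequenches TAMRA, followed at 525/598 nm over three reads one minute apart.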
# POLB inh = qHTS Assay for Inhibitors of DNA Polymerase Beta; P06746; Pol beta primer extension/strand displacement, fluorescence kinetic; Potency, µM (series often up to 114 µM), without a hit: top-dose activity change, negative = inhibition, most hits filed as inhibitors; 340,000 compounds, 1.3% hits; AID 485314, 2010; further: potency means the concentration at half of the fitted maximal effect; on the % scale 0 is the no-effect control and ±100 the full control effect
#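 10 nM enzyme + cpd, 15 min RT; start with substrate 50 nM final; read 0 min and after 10 min RT. Corrected, normalized data; 4-parameter Hill curve fit.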
# POLI inh = qHTS for Inhibitors of Polymerase Iota | DNA polymerase iota (Homo sapiens), Q9UNA4 | Pol iota fluorescent replication assay, 10 min | Potency, µM (titrated, usually from 115 µM), for the others: top-dose activity, negative = inhibition, most hits filed as inhibitors | 390,000 compounds, 1% hits; further: potency means the concentration at half of the fitted maximal effect
#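 Pol iota at 10 nM preincubated 15 min with compounds at room temperature; reaction started with fluorescent substrate, 50 nM final. Fluorescence read kinetically at 0 and 10 min; buffer-only wells as negative control.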
# Numbers without * were called inactive; u = inconclusive; x = not tested or not shown; & = joins results of further samples; [ ] = another dose, or the depositor's remark. Unless noted, the call rests on the fitted dose curve; in most records, active means well fitted curve in the direction sought with a large enough effect; inconclusive means small, poorly fitted or top-dose-only effect, or another doubt; inactive means no such curve, though single readings can be large; an effect the other way counts as inactive or inconclusive. Only part of the results is shown. The share of hits here may be higher or lower than overall.
SMILES,BLM helicase inh,POLK inh,12-LOX inh,ERG Ets-DNA blk,Anesthetic bind,TRHR agonist,APE1 inh,POLB inh,POLI inh
O=S(=O)(c1ccccc1)N1CCC2(CC1)CO2,0%,-11%,-5%,-3%,-3%,-0.5,1%,11%,11%
COc1ccccc1NC(=O)Nn1cnnc1,0%,0%,0%,5%,-7%,0.3,1%,4%,5%
Cc1ccc(NC(=O)NCC2CCN(Cc3cccc(Cl)c3)CC2)cc1Cl,-4%&-6%,-1%&6%,u,-3%&0%,-4%&-5%,2.0&2.3,2%,5%&0%,13%&20%
CCOC(=O)c1[nH]c2ccc(Br)cc2c1NC(=O)CCN1CCC(C(=O)OCC)CC1,1%,2%,0%,-1%,-3%,-0.4,-2%,-1%,u
CCCCc1nn2c(=O)cc(CN(CC)c3ccccc3)nc2s1,-5%,2%,-28%,4%,-6%,-0.4,x,1%,15%
CCOC(=O)c1sc(NC(=O)CSc2nc3c(c(-c4ccc(OC)cc4)c2C#N)CCCC3)c(C#N)c1C,-1%,0%,5%,0%,-5%,3.7,-3%,18%,9%
COCCN1Cc2cccc(C(=O)Nc3ccc(C)c(F)c3)c2C1=O,-6%,0%,-26%,-2%,-18%,2.6,x,31%[activator],-6%
Cc1cc(OCC(=O)Nc2cccc(S(=O)(=O)N3CCCC3)c2)ccc1Cl,x,-15%,u,1%,x,1.3,-12%,x,18%
c1ccc(C2=NNC(c3ccco3)=Nc3ccccc32)cc1,-1%,-13%,13%,9%,-17%,-0.5,1%,4%,11%
O=C(Nc1ccc(N2CCOCC2)c(Cl)c1)c1cccc(-n2cnnc2)c1,0%,-1%,331%[activator],-5%,-11%,0.4,-8%,-1%,18%
CC1CCCCN1CC(O)COCc1ccccc1 (stereo not given),0%,4%,-8%,-1%,7%,2.4,2%,12%,96%[activator]
Cc1onc(-c2ccccc2)c1C(=O)NC(=S)NNC(=O)c1ccc(O)cc1,-3%,-9%,u,-13%,-8%,-3.6,5%,5%,25%

# Entries above that have a Cl atom:
SMILES,BLM helicase inh,POLK inh,12-LOX inh,ERG Ets-DNA blk,Anesthetic bind,TRHR agonist,APE1 inh,POLB inh,POLI inh
Cc1ccc(NC(=O)NCC2CCN(Cc3cccc(Cl)c3)CC2)cc1Cl,-4%&-6%,-1%&6%,u,-3%&0%,-4%&-5%,2.0&2.3,2%,5%&0%,13%&20%
Cc1cc(OCC(=O)Nc2cccc(S(=O)(=O)N3CCCC3)c2)ccc1Cl,x,-15%,u,1%,x,1.3,-12%,x,18%
O=C(Nc1ccc(N2CCOCC2)c(Cl)c1)c1cccc(-n2cnnc2)c1,0%,-1%,331%[activator],-5%,-11%,0.4,-8%,-1%,18%

# The results go on:
SMILES,BLM helicase inh,POLK inh,12-LOX inh,ERG Ets-DNA blk,Anesthetic bind,TRHR agonist,APE1 inh,POLB inh,POLI inh
Cc1ccc2[nH]c(CSc3nnc(NC(=O)COc4ccccc4C)s3)cc(=O)c2c1,-4%,-8%[60.1 µM],-20%,5%,50%[activator],-0.6,x,6%,u
COCCNC(=O)CCCn1c(SCC(=O)c2ccc(Br)cc2)nc2c(sc3ccccc32)c1=O,-7%,-8%,-30%,3%,0%,-0.1,x,-6%,27%
Cc1ccc2cc3cc(C(=O)N4CCN(c5cccc(C(F)(F)F)c5)CC4)sc3nc2c1,-2%,-5%,-17%,-2%,1%,0.9,x,9%,9%
CN(/N=C/c1cc(Cl)cc(Cl)c1O)c1c(Cl)cccc1[N+](=O)[O-],-19%,-27%,u,-1%,5%,-0.4,u,0%,-11%
CC1CCN(C(=O)CCS(=O)(=O)c2cc3c(cc2Cl)NC(=O)CO3)CC1,-1%&2%,-2%&7%,0%&-4%,8%&3%,-12%&16%,0.0&-0.3,0%,-2%&0%,1%&35%
NC(=O)CSc1nc2cc3c(cc2c(=O)n1CCCC(=O)NCc1ccc2c(c1)OCO2)OCO3,1%,-15%,-3%,-5%,-14%,-0.6,-3%,18%,4%
COc1ccc(NS(=O)(=O)c2cccc(C(=O)NNC(=O)c3cc(S(N)(=O)=O)ccc3OC)c2)cc1,x,3%,1%,13%,x,-0.4,0%,x,-16%
Nc1c(C(=O)C2CC2)sc2nc(-c3cccs3)cc(C(F)(F)F)c12,-2%,2%,7%,-2%,0%,53*,-3%,1%,-3%
FC(F)(F)c1cc(C(F)(F)F)c2ccc(N3CCN(c4ccccc4)CC3)nc2n1,-4%,-2%,0%,-4%,-17%,0.2,-2%,23%,17%
Cc1ccc(C(=O)/C=C/NCc2ccc(F)cc2)cc1,-3%,-15%,-21%,3%,-14%,0.1,-5%,-18%,0%
Cn1c(=O)c2c(nc(SCCN3CCOCC3)n2Cc2cccc3ccccc23)n(C)c1=O,2%,6%,u,-4%,u,-1.5,-3%,20%,4%
O=c1cc(-c2cccc(Br)c2)oc2cccc(O)c12,0%,11%,-15%,-1%,2%,-0.1,-3%,18%,-12%
O=C(NCCc1ccccc1)c1ccc2c(c1)nc1n2CCOC1,0%,-11%[60.1 µM],-25%,1%,56%[activator],0.8,x,16%,-8%
CC(C)(C)NC(=O)CSc1nnc(-c2ccncc2)o1,4%,-9%,0%,3%,0%,0.7,0%,49%,22%
CCCCOc1ccc(N(CC(=O)NC2CCCCC2)C(=O)c2snc(C(N)=O)c2N)cc1,-4%,0%,-3%,1%,5%,-0.3,-2%,8%,169%[activator]
O=C(O)c1ccccc1C(=O)Nc1ccccc1NC(=O)c1ccccc1C(=O)O,x,1%,u,-1%,x,x,x,x,76%[activator]
COc1cccc2cc(C(=O)N3CCN(c4ccc(C)cc4C)CC3)c(=O)oc12,0%,-7%,-2%&21%,1%,6%,0.0,2%,-2%,11%
O=C(COC(=O)c1ccc(N2CCOCC2)c([N+](=O)[O-])c1)Nc1ccc2c(c1)OCO2,-3%,-15%,-26%,6%,-16%,0.8,-1%,15%,3%
Cc1cc2cc(CN(Cc3ccco3)S(=O)(=O)c3c(C)ccc4nsnc34)c(=O)[nH]c2cc1C,-6%,-14%,-27%,2%,-16%,0.1,u,-25%,17%
COc1ccc(/C=C2\N=C(C)OC2=O)cc1OC,-2%,-14%,-4%,-5%,3%,0.9,56%[activator],12%,31%
COc1ccc(OCCCC(=O)Nc2ccc3c(c2)OCO3)cc1,-4%,-18%,0%,-1%,-14%,-0.9,1%,-32%,8%
CCOc1ccc(N(CC(=O)NCc2ccccc2)S(=O)(=O)c2ccc(C)cc2)cc1,-2%,-7%,-29%,6%,-5%,0.0,22%,1%,74%[activator]
Cc1cc(CNC(=O)C2CCC(=O)N(CCc3cccc(F)c3)C2)on1 (stereo not given),-1%,6%,20%,-4%,2%,1.0,33%,13%,0%
Cc1cc(NC(=O)/C=C/c2cccc(F)c2)n(-c2nc3ccccc3[nH]2)n1,-2%,-13%,-21%,-1%,-13%,0.5,1%,34%,4%
Cc1cccc(S(=O)(=O)Nc2cc(Cl)ccc2N2CCOCC2)c1,x,-2%,5%,5%,x,x,-18%,x,34%
CN(CC(=O)Nc1ccc(F)cc1)C(=O)C1CCN(S(=O)(=O)c2ccc3c(c2)OCCO3)CC1,x,3%,11%,-2%,x,0.0,-8%,x,8%
COc1ccc(Cl)cc1NC(=O)Cn1c(=O)oc2ccccc21,-4%,8%,-3%,14%,5%,0.0,16%,12%,154%[activator]
CN=c1scc(-c2cc(OC)ccc2OC)n1/N=C/c1c(C)[nH]c2ccccc12,-9%,-9%,u,0%,-14%,1.0,-11%,20%,-17%
CCn1nc(NC(=O)COC)c2cc3cccc(C)c3nc21,0%,-7%,3%,-2%,100%[activator],-0.8,-10%,59%,-6%
COc1ccc(N2CCN(S(=O)(=O)c3ccc(Cl)s3)CC2)cc1,2%,-4%,-21%,5%,-2%,-0.3,1%,-3%,81%[activator]
CCn1c(SCC(=O)N2CCCCC2)nc2c1c(=O)n(C)c(=O)n2C,-2%,-4%,-3%,-5%,-10%,0.5,22%,u,32%[activator]
CC(C)(C)c1ccc(-c2ccc3c(c2)S(=O)(=O)c2ccccc2C3=O)cc1,x,14%,-10%,4%,x,x,x,x,1%
CCOC(=O)C1(P(=O)(c2ccccc2)c2ccccc2)CCC1,0%,-5%,0%,-1%,-5%,0.5,-1%,1%,0%
COc1ccc2c(=O)c(Oc3ccc(C(=O)O)cc3)c(C(F)(F)F)oc2c1,-3%,2%,-1%,-5%,-6%,-0.1,u,-5%,17%
O=C([C@@H]1CC=C[C@@H]2CCN(C3CCCCC3)C(=O)[C@@H]21)N1CCN(c2ccccc2)CC1,x,-14%&-2%,-2%,0%,x,x,x,x,u

# Looked up by compound from the entries so far (3):
SMILES,BLM helicase inh,POLK inh,12-LOX inh,ERG Ets-DNA blk,Anesthetic bind,TRHR agonist,APE1 inh,POLB inh,POLI inh
COc1ccc2c(=O)c(Oc3ccc(C(=O)O)cc3)c(C(F)(F)F)oc2c1,-3%,2%,-1%,-5%,-6%,-0.1,u,-5%,17%
CN(CC(=O)Nc1ccc(F)cc1)C(=O)C1CCN(S(=O)(=O)c2ccc3c(c2)OCCO3)CC1,x,3%,11%,-2%,x,0.0,-8%,x,8%
CC(C)(C)c1ccc(-c2ccc3c(c2)S(=O)(=O)c2ccccc2C3=O)cc1,x,14%,-10%,4%,x,x,x,x,1%

# From PubChem BioAssay
